NR1D1 modulator: modulators of Rev-erb alpha DNA binding, primary screen, biochemical, FITC-DNA, fluorescence polarization, uHTS. Nuclear receptor subfamily 1 group D member 1 (Homo sapiens), P20393. Rev-erbα–FITC-DNA binding, 90 min. 0.79% of 370,000 active. activity, % at 10 µM;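 active means activity above about 14%, limit read from the data; passing the limit was not always enough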;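 further: 0% = DMSO wells with 35 nM protein and 100% = DMSO wells with 750 nM protein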
Target sequence (P20393 whole entry, looked up): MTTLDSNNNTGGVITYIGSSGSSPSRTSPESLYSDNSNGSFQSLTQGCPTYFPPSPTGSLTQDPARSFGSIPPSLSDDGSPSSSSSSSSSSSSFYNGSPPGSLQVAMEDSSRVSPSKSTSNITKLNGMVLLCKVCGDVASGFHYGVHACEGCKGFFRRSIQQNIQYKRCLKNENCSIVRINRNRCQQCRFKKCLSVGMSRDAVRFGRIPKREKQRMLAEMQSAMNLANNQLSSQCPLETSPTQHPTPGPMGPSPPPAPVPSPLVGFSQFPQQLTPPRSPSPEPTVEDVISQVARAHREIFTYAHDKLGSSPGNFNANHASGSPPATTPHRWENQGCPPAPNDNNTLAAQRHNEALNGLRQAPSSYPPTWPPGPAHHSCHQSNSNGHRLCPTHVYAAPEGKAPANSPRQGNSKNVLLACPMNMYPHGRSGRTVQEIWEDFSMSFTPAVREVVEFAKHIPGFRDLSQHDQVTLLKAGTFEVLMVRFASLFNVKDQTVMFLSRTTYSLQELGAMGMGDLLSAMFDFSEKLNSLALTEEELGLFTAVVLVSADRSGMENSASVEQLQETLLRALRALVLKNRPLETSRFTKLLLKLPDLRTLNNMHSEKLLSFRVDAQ
PLCb3 inh: human PLC-beta3 inhibitors, primary screen, biochemical, fluorescence; Purified PLC-beta3, fluorogenic substrate; 1-phosphatidylinositol 4,5-bisphosphate phosphodiesterase beta-3 (Homo sapiens), Q01970; inhibition, % at 12.2 µM; AID 720704, 2013; 0.18% of 370,000 active; in the data active means inhibition above about 11%;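 further: 0% = median of compound wells on plate and 100% = full blocker control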
ssDAF-12 act: S. stercoralis DAF-12 nuclear receptor activators, primary screen, cell-based, luminescence, HEK293, GRIP1 co-expression, lit1-tk-luc. Nuclear hormone receptor DAF-12 (Strongyloides stercoralis). HEK293 ssDAF-12/GRIP1 lit1-tk-luc reporter; % of 3 µM dafachronic acid response. activation, % at 6.8 µM. 1% of 370,000 active. AID 652126, 2013;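 active means activation above the mean over all tested compounds plus 3 SD, cut at about 0.9% in these data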;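 further: 0% = DMSO-only wells and 100% = 3 µM delta7-dafachronic acid wells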
PG9 Ab binder: binders of HIV-1 gp120 antibody PG9, primary screen, biochemical, TR-FRET | HIV-1 gp120 / PG9 antibody interaction | TR-FRET gp120-PG9 antibody binding | inhibition, % at 6.7 µM | 0.43% of 360,000 active | AID 624416, 2012; in the data active means inhibition above about 8.5%
hgDAF12 agonist: H. glycines DAF-12 receptor agonists, primary screen, cell-based, luminescence, HEK293, GAL4 fusion, UAS-luciferase. Nuclear hormone receptor DAF-12 (Heterodera glycines), GAL4 fusion. HEK293 GAL4-hgDAF12 UAS-luciferase reporter, agonist luminescence; normalized to butyrate control. activation, % at 6.8 µM. 1.8% of 370,000 active. AID 687014, 2013;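 active means activation above a cutoff set at the mean of all screened compounds plus 3 SD, cut at about 10% in these data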;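 further: 0% = DMSO wells and 100% = sodium butyrate wells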
GAA850 FXN act: FXN promoter activators, primary screen, cell-based, luciferase luminescence, HEK293 lucGAA850; HEK293 lucGAA850 FXN promoter luciferase reporter, 24 h; percent of 10 µM SAHA response; activation, % at 6 µM; 0.56% of 360,000 active; AID 540364, 2011;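 active means activation above the average of all compounds screened plus 3 SD, cutoff fixed separately per campaign, cut at about 7.5% in these data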;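 further: 0% = DMSO wells and 100% = 10 µM SAHA wells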
DAX1 inh-1: DAX1 (NR0B1) inhibitors on StAR promoter, primary screen, cell-based, luminescence, SF-1 (NR5A1), full-length DAX-1. 1.1% of 370,000 active. HEK293T StAR-luciferase reporter, SF-1/DAX-1 repression relief. inhibition, % at 6.8 µM. AID 652010, 2013;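 active means inhibition above the mean over all tested compounds plus 3 SD, cut at about 3.6% in these data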;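 further: 0% = DAX-1 cells with DMSO and 100% = cells lacking DAX-1 with DMSO; higher inhibition means more luminescence from relief of DAX-1 repression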
SMARCA2 activ: SMARCA2 (BRM) function activators, primary screen, cell-based, luminescence, high throughput | activation, % at 9.1 µM | MG213 cells, MMTV-luciferase reporter, dexamethasone, overnight | 1% of 370,000 active; in the data active means activation above about 7.8%;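 further: 0% = vehicle wells and 100% = reference activator wells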
hcDAF-12 act: H. contortus DAF-12 nuclear receptor activators, primary screen, cell-based, luminescence, HEK293, lit1-tk-luc reporter | HEK293 hcDAF-12 lit1-tk-luc reporter; 0% DMSO, 100% Δ7-dafachronic acid | activation, % at 6.8 µM | 1.4% of 370,000 active | AID 652067, 2013;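 active means activation above the mean of all tested compounds plus 3 SD, cut at about 5.5% in these data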;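 further: 100% = response to 3 µM Δ7-dafachronic acid high control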
sPLA2-III inh: human group III sPLA2 inhibitors, primary screen, biochemical, QFRET, BODIPY PC-A2 liposome substrate; Group 3 secretory phospholipase A2 (Homo sapiens), Q9NZ20; QFRET BODIPY PC-A2 liposome hydrolysis, fluorescence; inhibition, % at 12.2 µM; 0.56% of 370,000 active;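 active means inhibition above mean plus 3 SD of compounds lying within the high and low control bounds, cut at about 19% in these data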;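 further: 0% = median of test compound wells and 100% = no enzyme DMSO wells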
DAX1 inh-2: DAX1 (NR0B1) inhibitors, primary screen, cell-based, HEK293, Gal4-DAX1, luciferase luminescence. AID 504766, 2011. Nuclear receptor subfamily 0 group B member 1 (Homo sapiens), P51843. HEK293 Gal4-DAX1 luciferase reporter. inhibition, % at 6.75 µM. 0.99% of 340,000 active;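 active means inhibition above the mean over all tested compounds plus 3 SD, cut at about 4.2% in these data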;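 further: 0% = DAX1-transfected cells with DMSO and 100% = empty-vector control cells with DMSO; inhibition shows as a rise in luminescence from relieved DAX1 repression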
Target sequence (P51843 207-470 limits assumed): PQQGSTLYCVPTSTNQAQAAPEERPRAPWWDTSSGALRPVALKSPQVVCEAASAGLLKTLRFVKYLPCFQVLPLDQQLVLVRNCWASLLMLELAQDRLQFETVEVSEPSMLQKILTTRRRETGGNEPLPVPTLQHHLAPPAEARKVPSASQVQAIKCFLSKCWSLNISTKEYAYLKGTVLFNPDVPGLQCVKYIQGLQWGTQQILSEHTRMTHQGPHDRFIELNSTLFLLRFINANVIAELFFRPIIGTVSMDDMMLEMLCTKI
* hit, by the source's call; nt = no result given.

SMILES | NR1D1 modulator | PLCb3 inh | ssDAF-12 act | PG9 Ab binder | hgDAF12 agonist | GAA850 FXN act | DAX1 inh-1 | SMARCA2 activ | hcDAF-12 act | sPLA2-III inh | DAX1 inh-2
COc1ccc2c(CC(=O)OCC(=O)NC(=O)c3cccn3C)coc2c1 | 2.0 | -7.2 | -0.7 | 0.3 | 1.8 | -0.5 | 0.9 | 0.5 | 1.2 | 1.0 | 1.8
O=C(COc1cccnc1[N+](=O)[O-])NCCc1ccccc1 | -0.5 | 0.1 | -1.8 | 0.2 | 0.7 | 0.7 | 0.0 | 0.9 | -1.1 | -5.1 | -0.5
CCC(CC)NC(=O)COC(=O)c1cc(SC)ccc1Cl | 1.4 | 0.4 | -1.2 | -0.6 | -2.6 | 2.1 | -0.2 | 3.6 | -1.8 | -0.9 | nt
CCOC(=O)C(NC(=O)c1cccc(Cl)c1)(Nc1nnc(C)s1)C(F)(F)F (stereo not drawn) | -2.2 | -2.0 | -1.0 | 0.6 | -1.2 | 0.7 | 0.3 | 0.0 | -1.6 | 5.0 | -1.2
CCCCOc1ccc(S(=O)(=O)NC(=O)NCc2ccc(OCCC)cc2)cc1 | 0.6 | 0.3 | -1.3 | -0.1 | -1.5 | 1.3 | 0.6 | 5.4 | -0.2 | 2.2 | 1.6
Cc1cc(=O)oc2c(C)c(OCC(=O)N(C)C)ccc12 | 3.1 | -14.4 | -1.4 | -2.6 | 0.5 | -0.3 | -0.3 | 1.0 | -0.3 | 0.8 | -0.1
Cn1cc(C(=O)Nc2ccccn2)c(=O)c2ccccc21 | 1.3 | -2.7 | 1.7* | -3.1 | 5.3 | 5.2 | 0.1 | 4.3 | 7.0* | 1.1 | 3.0
Cc1ccc(NC(=O)Cn2ncc(Cl)c(Cl)c2=O)cc1S(=O)(=O)N1CCCCC1 | -0.7 | -9.1 | -1.1 | 0.8 | -2.5 | 2.4 | -0.9 | 7.2 | -1.8 | -4.6 | -1.0
Cc1cc(C(=O)COC(=O)CN(C)S(=O)(=O)c2ccc(Cl)cc2)c(C)n1CC1CCCO1 (stereo not drawn) | 3.1 | -176.6 | -0.6 | 1.1 | 0.9 | -1.3 | -0.3 | -5.1 | 0.0 | -17.9 | 0.1
CCOc1ccc(CCN2C(=O)C(=O)N([C@@H](Cc3ccc(O)cc3)CN3CCC[C@H]3CN3C(=O)C(=O)NC[C@@H]3Cc3ccc(O)cc3)C[C@@H]2Cc2ccc(O)cc2)cc1 | -3.4 | 1.0 | -1.1 | -0.5 | -1.6 | nt | 0.5 | -3.8 | -1.7 | -16.7 | nt
Cc1ccc(/C=N\NC(=O)CCc2n[nH]c(=O)[nH]c2=O)o1 | 3.7 | -1.9 | -0.9 | 0.0 | -2.0 | 0.3 | 0.4 | -0.7 | -1.1 | 3.2 | 1.6
COc1ccc(NC(C)=O)cc1S(=O)(=O)NC1CCSc2ccccc21 (stereo not drawn) | 4.9 | -6.2 | -0.1 | 0.6 | 1.4 | 0.4 | 0.0 | -0.5 | 1.8 | 4.4 | 1.0
Cc1ccc(C(=O)NCCCN2CCOCC2)cc1N1CCCC1=O | -1.4 | 2.9 | -1.0 | 0.1 | 0.5 | -1.0 | -0.1 | -2.7 | -1.5 | 6.2 | 1.0
O=C(Nc1ccncc1NC(=O)c1cccc([N+](=O)[O-])c1)c1cccc([N+](=O)[O-])c1 | -22.2 | -6.0 | -1.3 | -1.0 | -1.1 | 0.2 | -0.3 | -0.4 | -0.2 | -2.2 | 0.0
CCCCOC(=O)C(NC(=O)c1ccccc1)=C(C)C | 1.9 | 1.5 | -1.2 | -0.8 | 1.4 | -0.2 | -0.9 | -0.2 | -1.3 | 5.4 | 1.1
CCC1(c2ccc(F)cc2)NC(=O)N(CC(=O)NCC(=O)Nc2cccc(C)c2C)C1=O (stereo not drawn) | -0.5 | 1.1 | -1.4 | -0.6 | 0.0 | 1.0 | 0.3 | -2.2 | -1.4 | -1.8 | -1.3
CCN1CCc2c(sc3c2c(NCc2ccco2)nc2nnnn23)C1 | -3.4 | -94.7 | -0.1 | 0.3 | 3.0 | 1.5 | 1.3 | -0.7 | -1.6 | -4.1 | 2.2
O=C(Nc1nnc(CSCc2ccc(Cl)cc2)s1)c1cccc([N+](=O)[O-])c1 | -3.3 | 2.3 | -0.8 | -0.1 | 0.4 | 1.7 | 0.2 | -1.4 | -1.4 | 1.4 | 0.3
CCOc1cc(Cl)c(S(=O)(=O)NCCCn2ccnc2)cc1Cl | -7.5 | -5.1 | -1.9 | -1.1 | -4.8 | -0.4 | -1.0 | -3.5 | -3.9 | -22.8 | -3.3
Cc1noc(C)c1CN1C(=O)c2ccccc2C1=O | 5.2 | -2.2 | -0.7 | -1.1 | 1.2 | -0.5 | 1.1 | 3.7 | 0.1 | 9.3 | 0.3
CCC(O)C1CCN(C(=O)c2cc(COc3ccc4ncccc4c3)on2)CC1 (stereo not drawn) | 2.0 | 2.9 | -2.4 | -1.4 | -11.0 | -5.3 | -3.0 | -6.6 | -4.8 | -4.5 | nt
C=CCn1c(COc2ccc(F)cc2)nnc1SCC(=O)N1CC(=O)Nc2ccccc21 | -4.7 | 2.1 | -0.6 | -1.6 | 1.7 | 0.7 | -0.1 | -0.9 | 0.9 | -8.1 | 2.6
O=[N+]([O-])c1ccc(Oc2cccc3cccnc23)c(Cl)c1 | 7.8 | -6.6 | -0.6 | 2.2 | -0.7 | 2.0 | -0.2 | -1.3 | -3.0 | 8.8 | -0.8
CCOC(=O)/C(C#N)=C/Nc1cc(C(C)(C)C)sc1C(C)=O | 1.7 | -22.6 | -1.0 | -0.7 | -0.1 | 0.7 | 0.2 | -2.5 | -2.3 | 8.3 | 1.6
C=CCc1cc(C)ccc1OCCOCCC(C(=O)OCC)C(=O)OCC | -4.2 | 1.8 | -1.4 | 0.3 | 0.4 | 3.3 | -0.1 | -2.1 | 1.0 | -10.4 | -0.6
COC(=O)c1c(C)oc2ccc(N(C(=O)c3ccncc3)S(=O)(=O)c3ccc(C)cc3C)cc12 | -2.1 | 0.5 | -2.0 | -0.1 | -4.2 | -1.2 | -3.1 | -9.5 | -3.0 | -8.6 | -4.6
CCNC(=O)CSc1ncnc2sccc12 | -3.8 | -12.9 | -1.1 | 0.6 | 0.5 | 0.4 | -0.1 | -1.3 | -0.8 | 0.8 | 0.0
O=C(N/N=C/c1ccncc1)c1cc(-c2ccc(Br)s2)[nH]n1 | 4.7 | -9.4 | -0.9 | -0.9 | 0.1 | 3.6 | -0.3 | 1.0 | -2.4 | -8.2 | -0.5
Cc1c(Cl)sn(-c2ccc(Cl)cc2)c1=O | 0.9 | -2.5 | -1.8 | 2.3 | -10.2 | -0.9 | -1.6 | -3.4 | -4.0 | 7.5 | -1.6
O=C1COc2ccc(C(=O)NCc3ccco3)cc2N1 | 2.3 | 1.1 | 0.2 | 0.3 | -0.1 | 2.0 | 0.1 | -2.6 | 2.7 | 10.8 | 0.0
N=c1sccn1CC(=O)Nc1ccc(S(N)(=O)=O)cc1 | -1.2 | -7.2 | -0.8 | 2.5 | 4.7 | -4.5 | -1.8 | 1.3 | -1.8 | 1.6 | 2.0
COCC(=O)NC1CC2CCC(C1)N2C(=S)Nc1ccccc1C(=O)OC (stereo not drawn) | 0.2 | -7.2 | -0.9 | 0.2 | -4.3 | -2.4 | 1.1 | -2.1 | -0.4 | 0.9 | 0.0
COC(=O)[C@H](Cc1ccccc1)NC(=O)N1CCC(C)CC1 | 1.9 | 3.7 | 0.8 | -0.7 | 2.5 | 3.5 | 0.6 | 2.0 | 1.5 | 6.6 | 0.1
CCCCn1c(N)c(N(CCOC)C(=O)c2ccc(N(C)S(=O)(=O)c3ccc(C)cc3)cc2)c(=O)[nH]c1=O | -0.9 | -2.7 | -1.0 | 0.6 | -1.6 | -0.1 | 0.3 | 3.7 | 0.5 | -2.5 | 0.1
O=c1[nH]c2ccc(NS(=O)(=O)c3ccc4ccccc4c3)cc2[nH]1 | -5.5 | -4.0 | -1.2 | -0.5 | -2.7 | -1.1 | -0.9 | -2.5 | -1.0 | -18.3 | -0.7
CC(C)(C)c1cc(C(=O)NNC(=O)Nc2cccc(Cl)c2)n(Cc2ccccc2)n1 | -1.8 | 3.7 | -1.9 | 0.7 | -3.7 | -1.5 | 0.0 | -4.4 | -1.6 | -25.4 | 0.9
O=c1c2ccc([N+](=O)[O-])cc2ncn1CCOc1cccc(Br)c1 | 3.4 | -4.7 | -1.2 | -1.3 | -1.9 | 0.4 | -0.3 | 0.6 | -1.1 | -5.0 | -0.4
O=c1c2ccccc2nc(SCc2ccc(F)cc2Cl)n1CCCN1CCOCC1 | 9.7 | -2.2 | -1.7 | 2.4 | 0.5 | 2.5 | -1.3 | 0.0 | -2.2 | -8.3 | -0.9
CSc1ccccc1OC1CCN(Cc2ccccc2)CC1 | 4.1 | 1.6 | -1.0 | -1.9 | 1.5 | 1.1 | -0.7 | -2.1 | -0.9 | -10.3 | -0.6
COc1cc(Br)ccc1C1CC(=O)C(C)C(c2ccc(Br)cc2OC)N1 (stereo not drawn) | -1.0 | -3.4 | -0.9 | -3.9 | -2.8 | 0.5 | 0.0 | -0.9 | -0.6 | 4.0 | -1.2
Cc1ccccc1C(=O)NC1CCCCN(Cc2cccc(C(F)(F)F)c2)C1=O (stereo not drawn) | 1.1 | -2.0 | -1.1 | nt | 2.5 | nt | -0.3 | -2.5 | -1.9 | 6.7 | nt
COC(=O)CSc1cc([N+](=O)[O-])ccc1NC(=O)OC | -0.5 | 0.7 | -1.1 | 0.2 | 2.2 | -0.7 | -0.4 | -2.4 | -0.4 | -1.4 | -0.5
CN(C)c1nc(-c2ccccn2)nnc1-c1ccccc1 | -5.7 | -5.1 | -1.2 | 4.9 | -6.9 | -6.0 | -1.4 | 0.7 | -1.8 | 3.1 | -1.8

Screening results deposited in PubChem by several laboratories.
